Bioassay records deposited in PubChem by several laboratories.
HTRA1 inh: blocks human HTRA1 serine peptidase. Q92743. recombinant HTRA1, FP-rhodamine activity-based probe, fluorescence polarization. inhibition, % at 5.96 µM. actives 0.5% (n = 340,000); in the data active = inhibition above about 36%;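 note: 0% = enzyme with DMSO and 100% = wells lacking enzyme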
NPR2 activator: GC-B (human) receptor activation | P20594 | HEK293-GC-B cells, CNP EC30, cGMP TR-FRET; 0% at EC30 CNP, 100% saturating CNP | activation, % at 10 µM | actives 0.11% (n = 370,000) | AID 1920062;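 active = activation at 10 µM reaching about 35% in either raw or pattern-adjusted values, limit read from the data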
rCAG binder: r(CAG) repeat RNA binding | TO-PRO-1 dye displacement fluorescence | inhibition, % at 3 µM | actives 1.3% (n = 370,000) | AID 651821;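 active = inhibition above the plate cutoff, the mean of all test compounds on that plate plus 3 SD, cut at about 35% in these data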;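 note: 0% = DMSO alone and 100% = 100 µM mitoxantrone as full dye displacement; higher means more dye released from RNA so lower well fluorescence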
UHRF1 MBD2 ctr: human UHRF1 methylated DNA binding inhibitors | Q96T88 | UHRF1 binding to methylated oligo, TR-FRET | inhibition, % at 4.4 µM | actives 0.75% (n = 370,000); in the data active = inhibition above about 21%;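 note: UHRF1 SRA domain binding a hemimethylated CpG hairpin DNA probe; 0% = median of test compound wells and 100% = reference inhibitor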
ABHD4 inh: ABHD4 (mouse) inhibition, primary FP screen; Q8VD66; purified mABHD4, FP-Rh probe fluorescence polarization; inhibition, % at 8.92 µM; actives 0.54% (n = 370,000); AID 720543;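 active = inhibition exceeding the mean over every tested compound plus 3 SD, cut at about 30% in these data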;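 note: 0% = plate median of compound wells and 100% = S159A mutant with DMSO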
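system = mouse ABHD4 enzyme, wild type | medium = HEPES pH 7.0, NaCl, Pluronic buffer | also added = FP-Rh probe | incubation = Enzyme–compound pre-incubation 45 min, then probe 60 min, both 25 °C | technique = fluorescence polarization, excitation 525 nm, emission 598 nm, BODIPY TMR filters | controls = S159A mutant high control, sample median low control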
SIAE primary: blocks human sialic acid acetylesterase. Q9HAT2. SIAE FP-Rh probe binding, fluorescence polarization. inhibition, % at 9.66 µM. actives 0.69% (n = 370,000);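 active = inhibition above a cutoff: mean of compounds within the control limits plus 3 SD of those, cut at about 17% in these data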;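 note: 0% = plate median of compound wells and 100% = probe without SIAE protein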
MBD2 DNA inh: MBD2-methylated oligo binding inhibition; inhibition, % at 4.4 µM; TR-FRET, MBD2 binding to methylated oligonucleotide; AID 686964; actives 0.31% (n = 370,000); in the data active = inhibition above about 13%
PRMT1 FP inh: blocks human protein arginine methyltransferase 1; recombinant PRMT1, activity-based probe fluorescence polarization; inhibition, % at 2.79 µM; actives 1.3% (n = 370,000); AID 652257;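 active = inhibition above about 21% made by adding two undisclosed values, limit read from the data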
GC-A act: GC-A (human) enzyme activation; P16066; HEK293 GC-A cells, cGMP TR-FRET, EC30 ANP; 0% at EC30 ANP, 100% saturating ANP; activation, % at 10 µM; actives 0.14% (n = 370,000); AID 1671463; in the data active = activation above about 40%
Target sequence (P16066 whole entry, looked up): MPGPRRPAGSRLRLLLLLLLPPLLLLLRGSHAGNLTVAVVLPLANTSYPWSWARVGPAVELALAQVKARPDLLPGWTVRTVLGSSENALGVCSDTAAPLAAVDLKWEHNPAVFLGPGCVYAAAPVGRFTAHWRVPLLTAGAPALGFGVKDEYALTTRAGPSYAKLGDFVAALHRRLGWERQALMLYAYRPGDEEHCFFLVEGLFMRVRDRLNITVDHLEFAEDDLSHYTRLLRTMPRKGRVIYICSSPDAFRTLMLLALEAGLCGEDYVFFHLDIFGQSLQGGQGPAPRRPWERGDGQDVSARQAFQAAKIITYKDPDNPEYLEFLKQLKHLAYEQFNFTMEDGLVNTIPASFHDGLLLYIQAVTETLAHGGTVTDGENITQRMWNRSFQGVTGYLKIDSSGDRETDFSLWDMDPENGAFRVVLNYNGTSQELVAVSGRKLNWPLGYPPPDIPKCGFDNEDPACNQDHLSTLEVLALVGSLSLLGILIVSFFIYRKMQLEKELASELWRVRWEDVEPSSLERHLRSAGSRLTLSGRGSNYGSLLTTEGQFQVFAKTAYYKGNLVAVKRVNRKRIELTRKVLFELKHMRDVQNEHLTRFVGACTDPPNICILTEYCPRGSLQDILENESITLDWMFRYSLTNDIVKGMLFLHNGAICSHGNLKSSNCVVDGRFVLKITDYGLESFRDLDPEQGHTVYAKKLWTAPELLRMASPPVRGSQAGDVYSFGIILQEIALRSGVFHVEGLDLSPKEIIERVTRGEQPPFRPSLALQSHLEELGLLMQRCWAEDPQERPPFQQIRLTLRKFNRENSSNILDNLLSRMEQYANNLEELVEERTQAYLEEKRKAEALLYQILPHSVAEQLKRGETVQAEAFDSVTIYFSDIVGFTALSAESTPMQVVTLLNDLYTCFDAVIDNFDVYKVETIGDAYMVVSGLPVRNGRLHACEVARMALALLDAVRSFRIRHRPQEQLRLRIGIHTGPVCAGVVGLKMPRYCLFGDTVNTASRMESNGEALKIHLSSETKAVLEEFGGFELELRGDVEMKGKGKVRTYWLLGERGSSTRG
TCR CD3 inh: human TCR-CD3 binding inhibition; TAMRA-labeled TCR probe fluorescence, biochemical; inhibition, % at 9.4 µM; actives 0.37% (n = 360,000); AID 651800; in the data active = inhibition above about 19%;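 note: recombinant mutant TCR 2C K166C tagged with TAMRA read by polarization; 0% = receptor in buffer alone and 100% = receptor with positive control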
* hit, by the source's call; x = not tested or not shown. The list is partial (hit frequency here may not be typical).

Fields: HTRA1 inh	NPR2 activator	rCAG binder	UHRF1 MBD2 ctr	ABHD4 inh	SIAE primary	MBD2 DNA inh	PRMT1 FP inh	GC-A act	TCR CD3 inh
(1) CCOc1ccc(CCNC(=O)COC(=O)c2ccc(C)c([N+](=O)[O-])c2)cc1OCC
  3.2	1.3	-7.9	1.4	6.7	3.6	3.0	4.5	1.8	-2.1
(2) Cc1cc2sc(NC(=O)c3ccco3)nc2cc1Cl
  2.5	0.5	3.0	-0.5	2.7	-12.1	4.7	4.5	-1.9	-5.2
(3) CS(=O)(=O)c1cc(N2CCOCC2)ccc1CNC[C@H]1O[C@@H](n2cnc3c(=O)[nH]c(N)nc32)[C@H](O)[C@@H]1O
  x	11.0	3.7	-0.8	6.6	1.2	-7.0	1.0	5.3	1.1
(4) CCOC(=O)c1ccc(N2C(=O)c3n[nH]c(C)c3C2c2ccccc2)cc1 (stereo unspecified)
  -26.7	0.8	-4.6	-0.1	-10.3	-7.5	2.5	-1.6	-0.2	-4.5
(5) Fc1ccc(-c2nc3ccc(Br)cn3c2Cc2ccccc2)cc1
  -59.4	21.9	8.8	15.5	-4.8	-5.8	5.1	1.5	20.1	-1.0
(6) COC(=O)[C@]12C[C@H](CC(=O)N3CCC(c4ccccc4)CC3)C(=O)N(Cc3ccc(Cl)cc3Cl)C1=C[C@H](C(C)(C)C)O[C@@H]2C
  x	6.3	4.4	-3.5	1.6	-2.3	-6.8	-1.0	-0.8	x
(7) COc1cc(OC)c(OC)cc1/C=N/NC(=O)c1ccc(=O)n(C)c1
  -1.3	-7.8	-1.2	2.0	5.8	0.8	-2.0	3.5	-4.3	-8.7
(8) CC(C)C1C(=O)N(Cc2cn(Cc3ccco3)nn2)CCS(=O)(=O)N1Cc1ccc(-c2ccc(F)nc2)cc1 (stereo unspecified)
  -9.9	5.8	6.1	1.7	6.4	-6.3	2.0	3.8	1.3	3.3
(9) CCNC(=S)Nc1ccc2c(c1)c(=O)n(C)n2-c1cc(C)cc(C)c1
  x	3.6	3.9	-2.2	2.0	0.7	-5.4	-2.8	3.6	-2.8
(10) O=C(NC1CCCC1)C(c1ccsc1)N(CCc1ccccc1)C(=O)Cc1cccs1 (stereo unspecified)
  -7.4	-9.8	0.0	1.1	-2.0	-3.7	-1.6	-1.1	-26.1	5.2
(11) CCC(C(=O)N1CCC(N2CCCCC2)CC1)n1nc(C)c2sc3ccccc3c2c1=O (stereo unspecified)
  3.4	-4.9	-2.5	-2.8	-0.3	-0.5	-4.4	1.1	-3.6	11.6
(12) CCOc1ccc(Br)cc1S(=O)(=O)Nc1cccc(S(=O)(=O)N(CC)CC)c1
  -8.3	-1.2	15.3	15.1	8.2	-7.5	7.5	2.3	2.6	-2.2
(13) CC(C)c1ccc(-c2c(C#N)c(N)nc3c2CCCCC3)cc1
  3.2	0.6	-0.4	-2.5	-3.6	2.3	-1.3	-0.6	1.7	4.1
(14) Cc1cc(C(F)(F)F)nn2cnnc12
  1.2	4.8	0.3	-2.2	-1.0	10.4	-1.6	-6.5	1.5	0.7
(15) CCOC(=O)C1CN(S(=O)(=O)c2ccccc2)C1
  3.4	1.1	-2.1	0.1	6.7	-2.3	1.6	2.0	0.3	3.0
(16) Cc1ccc2cccc(Oc3nnnn3-c3ccccc3)c2n1
  4.4	3.8	-3.8	-1.6	7.7	1.8	-7.6	-2.9	0.2	6.2
(17) O=C(NCC1COc2ccccc2O1)c1cccc(S(=O)(=O)N2CCOCC2)c1 (stereo unspecified)
  -1.5	-0.7	0.9	-0.8	-3.7	5.2	-0.7	-0.5	3.5	5.9
(18) CCc1nnc(NS(=O)(=O)c2ccc(N/C=C\C(=O)c3cccc4ccccc34)cc2)s1
  -47.5	3.1	81.0*	-1.4	-50.8	0.8	2.2	-1.7	-6.5	2.7
(19) O=C(c1cc(F)cc2c1OCOC2)N1CCN(c2ccc(F)cc2)CC1
  3.3	5.3	-3.0	1.9	4.6	8.2	2.3	-2.5	-1.0	2.6
(20) O=C1c2ccccc2S(=O)N1c1cccc(F)c1 (stereo unspecified)
  4.5	15.2	2.3	-0.3	4.2	3.4	3.5	17.1	6.3	3.1

Next structures follow.
Fields: HTRA1 inh	NPR2 activator	rCAG binder	UHRF1 MBD2 ctr	ABHD4 inh	SIAE primary	MBD2 DNA inh	PRMT1 FP inh	GC-A act	TCR CD3 inh
(21) COc1ccc(S(=O)(=O)N(CCc2ccccc2)CC(=O)O)cc1OC
  5.6	3.1	-0.4	5.9	0.6	4.2	6.6	-3.2	3.3	-5.0
(22) COC(=O)c1cccc(NC(=O)CCNC(=O)c2ccc([N+](=O)[O-])cc2)c1
  1.7	-7.2	0.5	-3.0	14.9	-0.6	0.2	2.7	-2.9	0.8
(23) COc1ccc(N(C)C(=O)C2CCN(S(=O)(=O)c3cccc4nsnc34)CC2)cc1
  -0.6	-5.0	-1.8	-3.0	2.1	-0.2	2.3	-1.3	-3.4	1.2
(24) O=S(=O)(c1ccccc1)N(CC(O)CN1CCCC1)c1ccccc1 (stereo unspecified)
  5.8	-5.4	8.0	3.5	-14.9	-0.4	7.5	-0.8	4.1	1.5
(25) Cn1ccs/c1=N\S(=O)(=O)c1ccc(Br)cc1
  8.5	3.7	1.1	-0.8	-3.0	1.9	-2.2	-2.8	1.2	4.0
(26) COc1ccc(OC)c(Nc2ncnc3sccc23)c1
  8.5	-5.4	2.3	-3.2	-5.2	7.7	-3.8	-4.3	1.5	-0.6
(27) CCCN1C2=NCCN2c2ccccc21
  7.5	-0.7	-2.1	-1.9	-0.6	-4.0	3.0	-2.5	2.5	-2.8
(28) Cc1nc2cc(Nc3ccncc3)ccc2s1
  -2.7	-3.9	2.9	-2.3	-4.8	2.9	-8.3	0.6	-5.3	10.7
(29) CCOC(=O)c1sc(NCc2ccco2)c(-c2nc3ccccc3s2)c1N
  -16.9	-3.8	32.4	-2.3	22.6	-1.7	-5.6	11.1	6.2	3.2
(30) CCc1noc2cc(-c3ccccc3)n(C)c(=O)c12
  x	-1.1	0.7	-1.5	-11.9	-5.3	-0.2	-1.2	3.5	5.3
(31) O=C(NCCS(=O)(=O)N1CCN(c2ccccc2F)CC1)C1CC(=O)N(c2ccc(F)cc2)C1 (stereo unspecified)
  7.1	-2.1	0.0	-0.5	3.6	-6.7	0.1	-1.1	3.6	6.2
(32) COC(=O)c1c(NC(NC(C)=O)C(Cl)(Cl)Cl)sc2c1CCCC2 (stereo unspecified)
  -35.0	-10.5	-2.4	2.8	8.8	4.5	-2.0	2.5	-13.5	-6.6
(33) Cc1cccn2c(=O)c(/C=N/O)c(N3CCCC3)nc12
  0.7	-0.8	0.6	-4.8	-0.8	1.2	-5.1	-4.8	2.4	0.4
(34) COc1ccc2c(c1)CC/C(=C/c1ccco1)C2=O
  -8.6	6.0	7.8	-1.1	3.3	1.9	-2.8	13.9	0.0	6.0
(35) CC(C)C12CN3CCN(CC(C3)/C1=N\NC(=O)Nc1ccccc1)C2
  5.4	-0.7	-6.0	-0.7	2.1	7.7	1.7	-0.6	14.1	4.7
(36) COc1ccc(/C=N/OCC(=O)OCC(=O)N(C)c2ccccc2)cc1
  2.1	-4.1	-7.2	3.1	-4.3	0.9	0.6	3.3	2.3	-3.2
(37) CCc1nnc(NC(=O)CSc2nnc(Cc3ccc(OC)cc3)o2)s1
  7.7	-0.6	1.1	-3.0	4.8	2.9	-4.1	-2.1	-6.2	-0.4
(38) N=c1ccn2c(n1)O[C@H]1[C@H](O)[C@@H](CO)O[C@H]12
  3.8	2.1	-1.1	-0.5	-6.0	-5.0	1.7	-3.3	-1.3	-0.7
(39) Cn1cc(CN(CCO)Cc2cccs2)c(-c2ccccc2F)n1
  8.2	1.3	-3.9	6.5	-7.1	-5.4	-0.9	-1.9	1.6	2.1
(40) O=C(Cc1c(F)cccc1Cl)N1CCCC1
  3.9	-1.2	-0.8	7.2	9.8	3.8	-2.6	-4.3	-2.7	-4.6

Continued.
Fields: HTRA1 inh	NPR2 activator	rCAG binder	UHRF1 MBD2 ctr	ABHD4 inh	SIAE primary	MBD2 DNA inh	PRMT1 FP inh	GC-A act	TCR CD3 inh
(41) Nc1nonc1-n1nnc(C(=O)N/N=C/c2c(F)cccc2Cl)c1-c1ccc2c(c1)OCO2
  5.3	-0.6	5.2	2.2	-15.8	-4.3	9.6	1.5	5.7	-5.2
(42) Cc1cc(=O)n2nc(-c3ccccc3)sc2c1C#N
  -2.6	-11.8	4.4	-2.1	1.4	0.3	2.2	4.1	-1.0	0.1
(43) CCN(CC)CC#Cc1ccc(C)cc1
  2.3	5.2	-2.0	1.6	-12.2	-0.2	3.4	5.4	6.5	-2.9
(44) Cc1ccc(CS(=O)Cc2ccc(C(=O)NCc3ccc4c(c3)OCO4)o2)cc1 (stereo unspecified)
  -1.7	3.2	-3.3	6.4	5.1	6.3	-3.0	-1.7	-0.1	2.7
(45) O=c1oc2ccccc2c(Nc2ccc(O)cc2)c1[N+](=O)[O-]
  2.8	-14.4	1.7	-2.3	14.1	4.8	-1.8	10.4	11.8	4.3
(46) Cc1cc(Cl)c(S(=O)(=O)N2CCCC2)cc1OCC(=O)NC1CCCCC1
  -0.1	4.7	-2.7	5.2	-11.6	0.7	-1.8	-2.2	3.8	-5.1
(47) O=C(Cn1cc(Cl)c([N+](=O)[O-])n1)NCCC1=CCCCC1
  6.1	-0.1	-0.1	-4.9	-0.7	4.4	-9.6	-2.1	-1.1	4.6
(48) CCN1C[C@@H]2[C@@H]3C(=O)N(C)C(=O)[C@@H]3[C@](Cc3ccccc3)(C1=O)N2C(=O)c1ccc(C)cc1
  -0.1	-4.5	-5.3	-2.0	1.4	-2.7	-0.6	1.0	-1.1	-0.4
